Bioassay records: PubChem, several laboratories
FAK blocker = inhibitors of human focal adhesion kinase; Q05397; biochemical FAK kinase activity assay; inhibition, %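 (tested at 7 µM)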; 97,000 compounds, 0.84% hits; AID 727; in the data active = inhibition above about 19%;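 note: 0% = DMSO and 100% = reference compound high control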
S1P2 antag = antagonists of human S1P2 receptor. inhibition, % at 5 µM. 97,000 compounds, 0.21% hits. cell-based S1P2 antagonist assay, inhibition at 5 uM. O95136; in the data active = inhibition above about 45%;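 note: CRE beta-lactamase reporter cells expressing human S1P2 stimulated with S1P; 0% = agonist at EC80 alone and 100% = agonist plus reference antagonist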
Target sequence (O95136 whole entry, looked up): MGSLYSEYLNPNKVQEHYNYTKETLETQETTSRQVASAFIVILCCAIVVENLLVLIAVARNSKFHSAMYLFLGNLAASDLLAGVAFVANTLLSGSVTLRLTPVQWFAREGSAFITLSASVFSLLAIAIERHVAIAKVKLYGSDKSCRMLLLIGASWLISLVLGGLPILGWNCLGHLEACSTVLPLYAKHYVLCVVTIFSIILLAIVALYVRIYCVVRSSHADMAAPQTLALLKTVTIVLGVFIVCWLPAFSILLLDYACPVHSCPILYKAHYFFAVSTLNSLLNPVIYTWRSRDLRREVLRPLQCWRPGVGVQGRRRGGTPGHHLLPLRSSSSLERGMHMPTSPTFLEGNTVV
PLK1 inh = blocks human PLK1 kinase activity; recombinant PLK1 kinase, TR-FRET peptide phosphorylation; inhibition, % at 10 µM; 97,000 compounds, 0.53% hits; AID 619;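 active = inhibition of 50% or more in the single-concentration screen; inactive = inhibition below 50%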;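 note: 0% = DMSO max control and 100% = H-89 dihydrochloride min control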
EphB4 ephrin blk = blocks human EphB4 binding to ephrin-B2; P54760; EphB4 LBD / TNYL-RAW-Alexa532 peptide, fluorescence polarization; inhibition, % at 7 µM; 97,000 compounds, 0.15% hits;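 active = inhibition above the screen-wide mean inhibition plus 3 SD, cut at about 15% in these data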;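 note: 0% = DMSO wells and 100% = excess unlabeled TNYL-RAW peptide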
PLK1 PBD inh = blocks phosphopeptide binding to human Plk1 polo box domain; AID 693; 97,000 compounds, 0.13% hits; Plk1 PBD phosphopeptide binding, fluorescence polarization; inhibition, %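 (tested at about 20 µM)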; P53350; in the data active = inhibition above about 34%, passing the limit was not always enough
Rev-RRE block = HIV Rev-RRE protein-RNA interaction inhibition; P05866; Rev peptide-RRE RNA binding, FRET; inhibition, % at 8 µM; 97,000 compounds, 0.79% hits; AID 704;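 active = inhibition above the screen-wide mean plus 3 SD, cut at about 35% in these data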;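 note: 0% = median DMSO wells and 100% = median Neomycin B control wells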
Target sequence (P05866 whole entry, looked up): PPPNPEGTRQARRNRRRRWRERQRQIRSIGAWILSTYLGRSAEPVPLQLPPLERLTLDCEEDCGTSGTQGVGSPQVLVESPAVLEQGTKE
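Assay system: labelled RRE RNA duplex and labelled Rev peptide / Medium: HEPES pH 7.5 salt buffer with EDTA / Reagent: labelled Rev peptide / Schedule: 5 + 15 min at 25 °C / Signal: FRET, excitation 480 nm, emission 540 nm donor and 671 nm acceptor / Benchmarks: DMSO and neomycin B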
S1P2 agonist = S1P2 (human) receptor agonism; O95136; S1P2-expressing cell line, agonist reporter read-out; activation, % at 4.5 µM; 97,000 compounds, 0.46% hits; in the data active = activation above about 16%;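 note: 0% = vehicle low control and 100% = maximal reference agonist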
MT1-MMP txn act = MT1-MMP promoter transcription activation; HT1080 MT1-MMP promoter luciferase reporter, luminescence, overnight; active compounds read high; activation factor at 10 µM; 86,000 compounds, 0.16% hits;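 active = activation factor of at least 2 for MT1-MMP transcription at 10 µM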
PLAP act = human PLAP activation; P05187; purified PLAP enzyme, luminescent substrate read-out; active compounds read high; activation fold at 20 µM; 96,000 compounds, 1.2% hits; in the data active = activation fold above about 2
Target sequence (P05187 whole entry, looked up): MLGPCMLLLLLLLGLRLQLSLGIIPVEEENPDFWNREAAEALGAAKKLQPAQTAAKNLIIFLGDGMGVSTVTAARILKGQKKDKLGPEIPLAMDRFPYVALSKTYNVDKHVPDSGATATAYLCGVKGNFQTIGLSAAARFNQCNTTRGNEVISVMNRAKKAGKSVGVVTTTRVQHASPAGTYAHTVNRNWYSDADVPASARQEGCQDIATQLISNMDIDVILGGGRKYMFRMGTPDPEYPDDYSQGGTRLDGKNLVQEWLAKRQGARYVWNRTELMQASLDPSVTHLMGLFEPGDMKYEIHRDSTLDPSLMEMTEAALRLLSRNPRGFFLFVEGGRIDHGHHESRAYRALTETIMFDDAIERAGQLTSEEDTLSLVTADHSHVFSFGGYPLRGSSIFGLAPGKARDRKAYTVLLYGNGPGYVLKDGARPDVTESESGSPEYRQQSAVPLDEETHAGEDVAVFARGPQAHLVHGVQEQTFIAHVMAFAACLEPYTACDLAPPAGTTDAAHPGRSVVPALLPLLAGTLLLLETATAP
* hit, by the source's call; · = no result given.

SMILES | FAK blocker | S1P2 antag | PLK1 inh | EphB4 ephrin blk | PLK1 PBD inh | Rev-RRE block | S1P2 agonist | MT1-MMP txn act | PLAP act
COC(=O)c1ccc(CSc2nnc(-c3ccncc3)n2Cc2ccccc2)o1 | 0 | 7 | -6 | 2 | 3 | 9 | -4 | 1.1 | 1.2
CCOC(=O)c1c[nH]c2c3c(ccc2c1=O)CCCC3 | 1 | 2 | -14 | -13 | 10 | 8 | -6 | 1.3 | 1
O=C(O)c1cccc(-n2cnnn2)c1 | -1 | 16 | -10 | -2 | 7 | 12 | -8 | 1 | 0.9
Cc1nn(-c2ccccc2)c2c1C1(C(=O)N(C)c3ccccc31)C(C#N)=C(N)O2 (stereo unspecified) | 6 | 22 | 9 | -5 | -21 | 2 | -6 | 1.2 | 0.9
Cc1nnc(SCC(=O)N2CCC(Cc3ccccc3)CC2)n(N)c1=O | 0 | -5 | -4 | 3 | -6 | 0 | -3 | 1.1 | 1.3
O=C(Nc1ccc2c(c1)OCO2)c1cccs1 | 0 | -6 | -7 | 8 | -3 | 10 | -8 | 1.4 | 0.9
CC(=O)N/C(=C/c1ccccc1)C(=O)NCCO | 2 | -13 | -14 | -1 | -7 | 6 | -4 | · | 1
CCOC(=O)c1[nH]c2cc(OC)c(OC)cc2c1NC(=O)C(C)N1CCN(Cc2ccccc2)CC1 (stereo unspecified) | 1 | -3 | -5 | 2 | 21 | 6 | 0 | 1.2 | 1.6
CCn1c(COc2ccccc2C)nc2ccccc21 | 1 | -6 | -13 | -1 | 4 | 12 | -8 | 1.7 | ·
O=C1CC(c2ccccc2F)c2cc3c(cc2N1)CCC3 (stereo unspecified) | 17 | 0 | -12 | -3 | -8 | 16 | -6 | · | 0.9
O=C(/C=C/c1ccco1)NC(=S)Nc1ccccn1 | -2 | 10 | -5 | 0 | -29 | 1 | -1 | 1.7 | 1.1
CC(C)[C@@H]1NC(=O)N(c2ccc(Oc3ccccc3)cc2)C1=O | 0 | -6 | -7 | -1 | -12 | 2 | -1 | 1 | 0.8
N#Cc1cc(-c2ccccc2)nnc1Sc1ccc(Cl)cc1 | -1 | 10 | -6 | 1 | 4 | 9 | -2 | 1 | 0.8
O=C(CCCCCC(=O)N(CCO)CCO)N(CCO)CCO | -2 | 1 | -2 | -3 | -13 | 1 | -10 | 1 | 1.5
CNC(=S)NCc1ccc(Cl)cc1 | -4 | -23 | -10 | -3 | 10 | 2 | -3 | · | ·
CCOC(=O)c1c(NC(=O)/C=C/c2ccc3c(c2)OCO3)sc(C)c1C | 0 | -21 | -11 | 0 | 4 | 6 | -1 | · | 1.1
O=C(Cc1ccccc1)NC(NCCc1ccccc1)C(Cl)(Cl)Cl (stereo unspecified) | 0 | 8 | -2 | 6 | -7 | 10 | -8 | · | 0.8
COc1cccc(OCCCOc2ccccc2C(C)C)c1 | 1 | -8 | -6 | -5 | 7 | 24 | -1 | · | 1
CCOC(=O)CC1Sc2ccccc2NC1=O (stereo unspecified) | 0 | 10 | -9 | 8 | 3 | 9 | -4 | 1.2 | 1
CC(=O)c1c(C)[nH]c(C(=O)N2CCc3ccccc3C2)c1C | 1 | 5 | -5 | 3 | -12 | 2 | -3 | 1.1 | 1
CCOC(=O)C(C)n1cnc2c(cnn2-c2ccc(Cl)cc2)c1=O (stereo unspecified) | -5 | 5 | -6 | -6 | 13 | 7 | 1 | 1.1 | 1
COc1ccc(/C(C)=N/NC(=O)c2ccc(CSc3cccc4cccnc34)cc2)cc1OC | 6 | 16 | -17 | 8 | -24 | 8 | -1 | 1.1 | 1
NC(=O)C1CCN(CCCNC2CC(=O)N(Cc3ccc(N4CCCC4=O)cc3)C2=O)CC1 (stereo unspecified) | -2 | -9 | -6 | -7 | 12 | 2 | -5 | 1.1 | ·
Cc1ccc(C)c(S(=O)(=O)c2c(N)n(/N=C/c3ccco3)c3nc4ccccc4nc23)c1 | -1 | -6 | -3 | 7 | -5 | 0 | -5 | 1 | 1.5
Cc1ccc(NC(=O)CN(C)C(=O)CCCN2C(=O)c3ccccc3C2=O)cc1 | 2 | 20 | -8 | 7 | -13 | 2 | -1 | 1.2 | 1.2

Overlap with the part before: 7 entries, followed by the next part.
SMILES | FAK blocker | S1P2 antag | PLK1 inh | EphB4 ephrin blk | PLK1 PBD inh | Rev-RRE block | S1P2 agonist | MT1-MMP txn act | PLAP act
CCOC(=O)CC1Sc2ccccc2NC1=O (stereo unspecified) | 0 | 10 | -9 | 8 | 3 | 9 | -4 | 1.2 | 1
CC(=O)c1c(C)[nH]c(C(=O)N2CCc3ccccc3C2)c1C | 1 | 5 | -5 | 3 | -12 | 2 | -3 | 1.1 | 1
CCOC(=O)C(C)n1cnc2c(cnn2-c2ccc(Cl)cc2)c1=O (stereo unspecified) | -5 | 5 | -6 | -6 | 13 | 7 | 1 | 1.1 | 1
COc1ccc(/C(C)=N/NC(=O)c2ccc(CSc3cccc4cccnc34)cc2)cc1OC | 6 | 16 | -17 | 8 | -24 | 8 | -1 | 1.1 | 1
NC(=O)C1CCN(CCCNC2CC(=O)N(Cc3ccc(N4CCCC4=O)cc3)C2=O)CC1 (stereo unspecified) | -2 | -9 | -6 | -7 | 12 | 2 | -5 | 1.1 | ·
Cc1ccc(C)c(S(=O)(=O)c2c(N)n(/N=C/c3ccco3)c3nc4ccccc4nc23)c1 | -1 | -6 | -3 | 7 | -5 | 0 | -5 | 1 | 1.5
Cc1ccc(NC(=O)CN(C)C(=O)CCCN2C(=O)c3ccccc3C2=O)cc1 | 2 | 20 | -8 | 7 | -13 | 2 | -1 | 1.2 | 1.2
CC(C)(C)C(=O)Nc1ccccc1C(=O)Nc1cc(Cl)ccc1Cl | -7 | -15 | -12 | -15 | -9 | 9 | -1 | · | 0.9
COCCSc1ccccc1C(=O)N1CCN(Cc2ccc3c(c2)OCO3)CC1 | -2 | -2 | -10 | 0 | 12 | 1 | -5 | · | 1.2
CCOc1cc(CNc2ccc(O)cc2)cc(Br)c1OCc1ccccc1F | 22* | 37 | -11 | 4 | 5 | 2 | -2 | · | 1.2
O=C1NC(Cc2c[nH]c3ccccc23)C(=O)N1CCOc1ccc(F)cc1 (stereo unspecified) | 5 | 0 | -18 | -5 | -11 | -3 | -10 | 1.1 | 0.7
CC(C)(C)C(=O)CSc1nc2ncc(Br)cc2[nH]1 | 14 | 16 | 6 | -4 | -13 | 0 | 0 | 1.1 | 1.2
Cc1cc(N2CCCC2=O)cc(C)c1S(=O)(=O)NCCOc1ccc(C(C)(C)C)cc1 | 3 | 46 | 0 | 5 | -1 | 3 | -7 | 1.1 | ·
COc1cc(CCC(=O)N2CCN(S(=O)(=O)c3ccc(C)c(C)c3)CC2)cc(OC)c1OC | -1 | 5 | -7 | -8 | 14 | 3 | -1 | 1.1 | 1.4
COc1ccc(OC)c2c(C)cc(N3CCN(C(=O)c4ccc(Cl)cc4)CC3)nc12 | 1 | -8 | -10 | -3 | 10 | -2 | -2 | 1.1 | 0.9
CCCC(=Nc1ccccc1)C1=C(O)C(C(=O)OC)C(C)(C)CC1=O (stereo unspecified) | -9 | -1 | -20 | 5 | -19 | 5 | -17 | 1.1 | 1.3
CCN1CCN(CCCNC(=O)C(NC(=O)C2CCC(C)CC2)C(C)C)CC1 (stereo unspecified) | -6 | 1 | -1 | -2 | -19 | 1 | -2 | 1.2 | 1
COc1ccc(CCn2c(N)c(S(=O)(=O)c3cccs3)c3nc4ccccc4nc32)cc1OC | 7 | 8 | 20 | 5 | 6 | 12 | -5 | 1 | ·
OC(COC(c1ccccc1)c1ccccc1)CN1CCCCC1 (stereo unspecified) | 1 | 1 | -10 | -12 | 23 | -3 | 2 | · | ·
OC(COc1ccc2ccccc2c1Cl)CN1CCOCC1 (stereo unspecified) | -6 | 15 | 1 | 2 | -16 | 0 | -1 | 1.7 | 1.5
N#C/C(=C/C=C/c1ccccc1)C(=O)Nc1ccccc1 | -1 | 0 | -9 | -3 | -25 | 1 | -5 | · | ·
Cc1cc(NC(=O)CCSc2nc(-c3ccco3)cc(C(F)(F)F)n2)n(-c2ccccc2)n1 | -3 | 6 | -12 | 2 | 12 | 5 | -4 | 1.1 | ·
COc1ccc(OC)c(S(=O)(=O)N2c3cc(F)ccc3CCC2C)c1 (stereo unspecified) | -3 | -12 | -1 | -1 | -19 | 12 | -8 | 1.1 | 1.1
O=C(NCc1ccccc1F)C1CCCN1C(=O)NCc1ccccc1 (stereo unspecified) | -4 | 16 | -5 | 6 | -16 | 8 | -5 | 0.8 | 0.8
COc1cc(CNc2ccc3[nH]c(=O)[nH]c3c2)cc(Cl)c1OCC(=O)NC(C)(C)C | 11 | 11 | 10 | 14 | -10 | 30 | -2 | 1.1 | 1.7
CCOC(=O)COn1c(SCC(=O)OCC)nc2ccccc2c1=O | 9 | 2 | -5 | 0 | -24 | 11 | -3 | 1.3 | 0.8
CCOCCOC(=O)C1=C(C)NC2=C(C(=O)CC(c3cccs3)C2)C1c1ccsc1 (stereo unspecified) | 22* | -9 | 6 | -15 | 16 | -2 | -3 | 1.1 | 1.1
COc1ccccc1NC(=O)CSc1nnc(COc2ccc(Cl)cc2)n1Cc1ccco1 | 10 | 24 | -15 | -2 | 14 | 4 | -2 | 1.1 | 1.2
Cc1ccc(SCCCCN2C(=O)NC(C)(C)C2=O)cc1 | -1 | 0 | -5 | 4 | 12 | 6 | 0 | 1.3 | 0.9
CCCCCCC1C(C#N)=C(N)OC2=C1C(=O)CC(C)(C)C2 (stereo unspecified) | 2 | 20 | 3 | 3 | 0 | 10 | -3 | 1 | ·
O=C(c1ccccc1)c1cccc(NC(=O)c2ccc(Br)o2)c1 | -1 | -44 | -40 | -2 | -19 | 8 | 0 | · | 1.4
Nn1c(Nc2ccccc2)nc2sc3c(c2c1=O)CCC3 | 6 | 27 | -8 | -2 | 7 | 8 | -5 | 1.9 | 1.7

Remaining list, next part.
SMILES | FAK blocker | S1P2 antag | PLK1 inh | EphB4 ephrin blk | PLK1 PBD inh | Rev-RRE block | S1P2 agonist | MT1-MMP txn act | PLAP act
Cc1cnnc2ccc3c(no[n+]3[O-])c12 | -3 | -7 | -7 | -3 | -35 | 0 | -7 | 1.2 | 0.9
CC(C)COc1ccc2[nH]c3c(c2c1)CCCC3=O | 1 | -15 | -6 | -1 | 5 | 5 | 0 | 1.1 | 0.9
CCSc1nnc(NC(=O)C2C3C=CC(C3)C2C(=O)O)s1 (stereo unspecified) | -5 | -1 | -5 | 7 | -9 | 6 | -4 | 1.1 | 1
Clc1ccc(OCc2nn3c(C4CCCCC4)nnc3s2)cc1 | -4 | 0 | -7 | 0 | -16 | 13 | -5 | 1 | 1.2
O=C(O)CCC(=O)N1CC=C(c2ccccc2)CC1 | 0 | 4 | -5 | 3 | -13 | 10 | -5 | 1.2 | 1.5
O=C(NC1CCCC1)C(c1cccs1)N(Cc1ccco1)C(=O)c1csnn1 (stereo unspecified) | -3 | -7 | -4 | 4 | -23 | 2 | -4 | 1.2 | 1.4
CCc1ccccc1NC(=O)N[C@H](C(=O)O)C(C)C | -2 | -1 | -8 | 3 | -8 | 12 | 0 | 1.1 | 0.8
CS(=O)(=O)N(CC(=O)N1CCC(C(N)=O)CC1)C1CCCCC1 | 2 | 19 | -11 | -2 | -2 | 11 | -4 | 1 | 0.9
COc1cccc(N2CC34C=CC(O3)C(C(=O)O)C4C2=O)c1 (stereo unspecified) | -2 | 5 | 2 | 1 | -20 | 1 | -5 | 1.2 | 1
COc1ccc(C)cc1NC(=O)C1CC(=O)N(Cc2ccco2)C1 (stereo unspecified) | -1 | 3 | -11 | -6 | -7 | -2 | 1 | 1.1 | 1.4
O=C(Cn1c(=O)n(Cc2ccco2)c(=O)c2c3c(sc21)CCCCC3)c1ccccc1 | 30* | -16 | -17 | 2 | -17 | 2 | -4 | 1.4 | 1
CC(C)Cc1nnc(NC(=O)CSc2nc(N)cc(=O)[nH]2)s1 | 1 | -13 | -2 | 7 | -12 | 4 | 1 | 1.1 | 1.1
O=C(COc1ncnc2ccccc12)NCCCN1CCCC1=O | -2 | 26 | -6 | 8 | -7 | 6 | -5 | 1.1 | 1.3
O=C(O)CNC1=NCCCCC1 | 0 | 4 | -5 | -2 | 9 | 4 | -7 | 1.1 | 1.1

No enrichment for hits; overall some 3.9% were active at least once.
